# High-throughput results (PubChem BioAssay)
# Yfh1-depleted yeast – mitochondrial function rescue without frataxin homolog – Friedreich's ataxia, plus single-dose screen, dose response (AID 1465) | 220,000 tested, 0.074% active | S. cerevisiae Yfh1-off respiration, WST-1 reduction, 72 h; higher fold induction means a stronger effect | fold induction at 50 µM, or EC50 in µM where a hit was titrated;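 active = fold induction of absorbance versus untreated yeast above a set limit, then at least 30% activation at any dose in follow-up; inconclusive = repeats straddling the limit, or above it without dose testing; inactive = fold induction below the set limit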;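 note: activators that raise dye reduction in frataxin-depleted yeast; strong numbers were not always called active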
# Dengue-2 NS5 capping – Dengue-2 NS5 methyltransferase inhibitors, primary screen, biochemical, confirmation dose response (AID 588689) | inhibition, % at 25 µM; hits with a dose series show IC50 in µM | 340,000 tested, 0.3% active | Dengue-2 NS5 methyltransferase capping enzyme assay, biochemical; higher % means a stronger effect; in the data active = a potency from the dose series; inconclusive = inhibition above about 29% without an active follow-up result
# NTR1 agonist – NTR1-driven beta-arrestin-GFP spot formation – imaging, U2OS cells, high content, primary screen (AID 493036) | P30989 | agonist mode | activation, % at 20 µM | 330,000 tested, 0.17% active;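 active = activation at or above 40% of the spot to cytoplasm intensity ratio, with at least 20 cells analyzed; inconclusive = wells under 20 cells, flagged as cytotoxic or low count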;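 note: 0% = DMSO without peptide and 100% = 100 nM NTR1 peptide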
# Target sequence (P30989 whole entry, looked up): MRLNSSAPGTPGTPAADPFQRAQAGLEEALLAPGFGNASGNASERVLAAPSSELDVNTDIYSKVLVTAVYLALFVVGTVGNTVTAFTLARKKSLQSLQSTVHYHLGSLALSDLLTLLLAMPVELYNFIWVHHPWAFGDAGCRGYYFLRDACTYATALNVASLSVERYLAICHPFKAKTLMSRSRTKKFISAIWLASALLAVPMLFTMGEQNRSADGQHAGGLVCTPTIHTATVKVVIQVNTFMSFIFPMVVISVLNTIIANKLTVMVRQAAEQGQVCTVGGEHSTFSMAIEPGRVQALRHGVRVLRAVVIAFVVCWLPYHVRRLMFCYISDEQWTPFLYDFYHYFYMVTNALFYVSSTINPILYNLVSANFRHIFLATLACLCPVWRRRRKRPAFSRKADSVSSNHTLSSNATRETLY
# MgcRacGAP inhibition – MgcRacGAP GTPase-activating activity inhibitors, confirmation, biochemical, ADP Hunter fluorescence; 340,000 tested, 0.6% active; MgcRacGAP-stimulated Rac1 GTP hydrolysis, ADP Hunter fluorescence; higher % means a stronger effect; GST-tagged Rac1 F28L mutant substrate; AID 624330; one-dose inhibition, % at 30 µM; IC50 in µM for titrated hits;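 active = first-screen hits whose inhibition reached a set limit at any dose in the follow-up dose series; inconclusive = inhibition above the set first-screen limit but never retested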;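 note: fluorescence reports GDP produced by GAP-driven GTP hydrolysis; strong numbers were not always called active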
# GPR55 activation – selective activators of receptor GPR55 – imaging, U2OS cells, beta-arrestin-GFP redistribution, primary screen (AID 1961); U2OS GPR55 beta-arrestin-GFP redistribution imaging; higher % means a stronger effect; activation, % at 10 µM, or EC50 in µM where a hit was titrated; 290,000 tested, 0.048% active;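 active = activation above 40% with more than 50 cells counted in the well; inconclusive = wells holding fewer than 50 cells, flagged as toxic or sparse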;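 note: U2OS osteosarcoma cells stably expressing GPR55 and beta-arrestin-GFP; plate controls were DMSO negative control for no effect and LPI positive control for full effect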
# GPR55 LPI antagonism – GPR55 antagonists blocking LPI-driven arrestin recruitment, primary screen, imaging, U2OS, beta-arrestin-GFP, LPI agonist (AID 2013) | U2OS GPR55 beta-arrestin-GFP translocation imaging, LPI antagonism; higher % means a stronger effect | inhibition, % at 10 µM, or IC50 in µM where a hit was titrated | 290,000 tested, 0.13% active;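 active = spots per cell inhibited over 60%, with over 100 cells counted and total cytoplasm intensity under 500,000; inconclusive = wells with under 100 cells, flagged as likely toxic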;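 note: U2OS cells stably carrying GPR55 and arrestin-GFP stimulated by 5 µM LPI near EC80; imaged beta-arrestin-GFP aggregate spots per cell after agonist stimulation; plate controls were LPI-stimulated DMSO wells for no effect and DMSO wells without LPI for full effect; some results filed as inactive read as strong as hits; confirmed hits need IC50 under 10 µM and bright autofluorescent wells are also inconclusive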
# Large T inhibition – SV40 large T antigen inhibitors, biochemical (AID 1903); SV40 large T antigen ATPase/helicase inhibition assay; higher % means a stronger effect; inhibition, % at 20 µM, or IC50 in µM where a hit was titrated; 310,000 tested, 0.39% active; in the data active = a potency from the dose series; inconclusive = inhibition mostly from about 32% at the one dose, without a potency; inactive = the rest, 99 in 100 with inhibition below about 32%; note: strong numbers were not always called active
# AID2073 – inhibitors of Mint1-CaV2.2 protein interaction, biochemical, HTRF (AID 2073); HTRF protein-protein interaction, Mint1-CaV2.2; higher % means a stronger effect; inhibition, % at 20 µM; hits with a dose series show IC50 in µM; 290,000 tested, 0.19% active; in the data active = inhibition mostly above about 51%, no sharp cut-off; inconclusive = no clear call, values can overlap the other calls; inactive = mostly below about 53%; note: some results filed as inactive read as strong as hits
# GPR35 antagonists – GPR35 antagonists blocking zaprinast-driven arrestin recruitment, primary screen, imaging, U2OS, beta-arrestin-GFP, zaprinast agonist (AID 2058); U2OS GPR35 beta-arrestin-GFP translocation imaging, zaprinast antagonism; higher % means a stronger effect; inhibition, % at 10 µM, or IC50 in µM where a hit was titrated; 290,000 tested, 0.052% active;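 active = inhibition of at least 50% with at least 30 cells and total cytoplasm GFP at most 10,000,000; inconclusive = under 30 cells or total GFP of 10,000,000 plus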
# NTR1 agonist cell count 20 µM – second read-out of NTR1 agonist, no call of its own (marks repeat the call); cell count; measured here: cell count, cytotoxicity flag
# Active calls of the source: *; i = inactive; ? = inconclusive; · = not tested or not shown.
SMILES,Yfh1-depleted yeast,Dengue-2 NS5 capping,NTR1 agonist,NTR1 agonist cell count 20 µM,MgcRacGAP inhibition,GPR55 activation,GPR55 LPI antagonism,Large T inhibition,AID2073,GPR35 antagonists
CCOC(=O)c1c(C)[nH]c(C(=O)COC(=O)c2ccc(O)cc2)c1C,i,-11%,0.9,67,-7%,0.5%,-11%,·,0%,-12%
O=C(O)/C=C/C(=O)NCCc1ccccc1,i,2%,1.5,32,2%,0.4%,12%,18%,1%,4%
O=C(CNC(=O)c1cccs1)NCC(=O)OCc1c(Cl)cccc1Cl,i,-3%,0.8,57,-4%,-0.3%,-5%,-2%,-2%,4%
CCCCNC(=O)CCN1N=C(c2ccccc2)CCC1=O,i,-8%,0.9,46,0%,-0.6%,-3%,13%,-3%,-10%
CC1CCN(S(=O)(=O)c2ccc3c(c2)oc(=O)n3CC(=O)N2CCc3ccccc3C2)CC1,i,-2%,9.1,61,-7%,-0.1%,-18%,-3%,2%,8%
COc1ccc2ncc(S(=O)(=O)c3ccccc3)c(N3CCN(c4ccccc4)CC3)c2c1,i,-7%,4.4,61,1%,0.7%,12%,4%,17%,-11%
COCCC(=O)N1CCC(Oc2ccc(C(=O)NCc3nccn3C)cc2)CC1,·,-3%,0.3,68,0%,-0.1%,0%,2%,6%,-13%
CC(NC(=O)C1CCN(S(=O)(=O)c2cnc[nH]2)CC1)c1ccccc1 (stereo not drawn),i,-3%,4.3,60,5%,-0.2%,8%,1%,7%,-3%
Cc1nc2ccc(NC(=O)Cc3ccccc3F)cc2s1,i,5%,-0.8,60,0%,-0.1%,1%,2%,5%,15%
COc1ccc(N(CC(=O)NCCC2=CCCCC2)S(=O)(=O)c2ccccc2F)cc1,i,-3%,4.6,56,6%,0.0%,-3%,5%,-2%,20%
O=C(O)C1[C@H]2C(=O)N(Cc3cccs3)C[C@]23C=C[C@H]1O3 (stereo partly drawn),i,-2%,0.9,80,-1%,0.7%,7%,4%,0%,-12%
O=C(O)c1ccccc1C(=O)N1CCN(Cc2ccc3c(c2)OCO3)CC1,·,-1%,-0.7,95,6%,-0.1%,8%,·,10%,-5%
COc1ccccc1Nc1nc(NCCC(C)C)nc(N)c1[N+](=O)[O-],i,·,4.6,56,·,-0.2%,-10%,7%,8%,-1%
C/C(=N\NC(=O)c1ccc(N(C)C)cc1)c1ccc(C)c(C)c1,i,0%,-0.4,81,6%,0.3%,-1%,7%,4%,-6%
COC(=O)c1ccccc1NC(=O)CN1CCCCC1,i,·,0.3,89,1%,-0.1%,-6%,-1%,-6%,10%
O=C(CCNS(=O)(=O)c1ccc2[nH]c(=O)oc2c1)NCc1ccc(F)cc1,·,-7%,2.7,48,11%,0.0%,-12%,10%,4%,0%
Cc1ccc(NS(=O)(=O)c2ccc(C(=O)NCC(c3ccco3)N(C)C)cc2)cc1 (stereo not drawn),·,-8%,4.5,73,2%,-0.1%,14%,16%,4%,-6%
COc1ccc(CNC(=O)CCSCc2ccc(C)cc2)cc1,i,-1%,-1.5,50,3%,-0.3%,-1%,-5%,-2%,6%
CS(=O)(=O)N1CCN(C(=O)c2ccc(Cl)s2)CC1,i,2%,0.2,60,1%,0.0%,-3%,6%,1%,-12%
Cc1c(N(C)S(=O)(=O)c2cc(C(=O)NCC3CCCO3)ccc2Cl)c(=O)n(-c2ccccc2)n1C (stereo not drawn),·,-2%,1.1,67,-1%,·,·,6%,·,·
CN(CC(=O)Nc1ccc(S(=O)(=O)N2CCCC2)cc1)Cc1ccc(Cl)c(Cl)c1,i,-12%,2.3,50,4%,-0.4%,-1%,1%,-4%,-15%
CCc1ccc(NC(=O)C2CCN(C(=O)N3CCOc4ccccc43)CC2)cc1,·,3%,4.3,63,5%,0.0%,0%,12%,-1%,-8%
Cc1ccc(N=Nc2[nH]c3ccccc3c2O)cc1,i,-10%,-0.6,53,3%,0.1%,-9%,4%,23%,-10%
Cn1nc([N+](=O)[O-])nc1Sc1ccc(Cl)cc1,i,-1%,-2.3,45,-1%,-0.3%,-7%,5%,0%,-2%
Cn1c(=S)oc2ccccc21,i,-15%,0.3,38,2%,0.2%,15%,8%,13%,-9%

# 7 compounds picked at random from the list so far:
SMILES,Yfh1-depleted yeast,Dengue-2 NS5 capping,NTR1 agonist,NTR1 agonist cell count 20 µM,MgcRacGAP inhibition,GPR55 activation,GPR55 LPI antagonism,Large T inhibition,AID2073,GPR35 antagonists
Cc1ccc(N=Nc2[nH]c3ccccc3c2O)cc1,i,-10%,-0.6,53,3%,0.1%,-9%,4%,23%,-10%
CC(NC(=O)C1CCN(S(=O)(=O)c2cnc[nH]2)CC1)c1ccccc1 (stereo not drawn),i,-3%,4.3,60,5%,-0.2%,8%,1%,7%,-3%
O=C(CCNS(=O)(=O)c1ccc2[nH]c(=O)oc2c1)NCc1ccc(F)cc1,·,-7%,2.7,48,11%,0.0%,-12%,10%,4%,0%
COc1ccc(CNC(=O)CCSCc2ccc(C)cc2)cc1,i,-1%,-1.5,50,3%,-0.3%,-1%,-5%,-2%,6%
O=C(O)C1[C@H]2C(=O)N(Cc3cccs3)C[C@]23C=C[C@H]1O3 (stereo partly drawn),i,-2%,0.9,80,-1%,0.7%,7%,4%,0%,-12%
Cn1nc([N+](=O)[O-])nc1Sc1ccc(Cl)cc1,i,-1%,-2.3,45,-1%,-0.3%,-7%,5%,0%,-2%
Cc1ccc(NS(=O)(=O)c2ccc(C(=O)NCC(c3ccco3)N(C)C)cc2)cc1 (stereo not drawn),·,-8%,4.5,73,2%,-0.1%,14%,16%,4%,-6%

# Going on with the list.
SMILES,Yfh1-depleted yeast,Dengue-2 NS5 capping,NTR1 agonist,NTR1 agonist cell count 20 µM,MgcRacGAP inhibition,GPR55 activation,GPR55 LPI antagonism,Large T inhibition,AID2073,GPR35 antagonists
Cc1cc(C(=O)CSc2nnc(Cc3ccccc3)o2)c(C)n1Cc1ccc2c(c1)OCO2,i,-3%,-0.8,71,8%,-0.2%,-8%,-1%,-2%,-6%
COc1cc(/C=N/NC(=O)c2cc(C)oc2C)ccc1O,i,8%,2.4,46,38µM*,-0.3%,-6%,?,?,9%
COc1ccc(Cc2n[nH]c(=S)n2-c2ccc3c(c2)OCCO3)cc1,i,3%,-1.2,44,-5%,-0.2%,-14%,5%,11%,2%
Cc1cc(C)n2nc(C(=O)OCC(=O)c3cc(C)n(C)c3C)nc2n1,i,12%,0.4,58,7%,0.3%,-5%,13%,-6%,-8%
Fc1ccc2c(c1)C(c1ccncc1)=NNC(c1ccccc1)=N2,i,2%,-1.2,62,3%,0.5%,9%,3%,4%,5%
O=C(NC1CCCCC1)C(c1ccncc1)N(C(=O)Cn1nnc(-c2cccs2)n1)C1CCCC1 (stereo not drawn),i,-2%,-0.1,44,2%,-0.1%,-2%,1%,-4%,3%
COc1ccc(OC)c(C(=O)CSc2nc3c(c(=O)n(C)c(=O)n3C)n2C(C)C)c1,i,-3%,·,·,11%,0.2%,-4%,-3%,3%,-7%
CC(CC(=O)NCCc1ccc(S(N)(=O)=O)cc1)c1ccccc1 (stereo not drawn),·,-11%,-0.6,50,3%,-0.1%,2%,-3%,13%,-13%
CCC(C)[C@H](NC(=O)N1CC(=O)Nc2ccccc21)C(=O)N[C@H](C(=O)O)c1ccccc1 (stereo partly drawn),·,-2%,-1.2,51,4%,-0.2%,10%,14%,4%,2%
O=C1Nc2cc(C(=O)NCCCN3CCOCC3)ccc2S/C1=C/c1ccccc1F,·,-3%,0.4,58,6%,-0.1%,5%,9%,7%,11%
O=C(CCCN1C(=O)c2cccc3cccc(c23)C1=O)N1CCN(c2ccc(F)cc2)CC1,i,-9%,14,37,17%,0.5%,-1%,0%,-4%,-8%
CCCCN(C)C(=O)c1cn(C)c2ccc(S(=O)(=O)N3CCC(C)CC3)cc2c1=O,·,-4%,0.1,48,-3%,-0.1%,2%,2%,5%,-18%
Cn1c(-c2cccc(Br)c2)n[nH]c1=O,i,·,4.0,29,·,0.3%,2%,11%,-6%,-5%
COc1cccc(OCc2cc(C(=O)NCCN3CCCCC3CO)no2)c1 (stereo not drawn),·,0%,-0.1,43,4%,0.0%,4%,4%,2%,0%
CCCCNC(=O)c1cc2c(-c3ccc(Cl)cc3)nn(C)c2s1,i,-5%,2.4,55,5%,-0.2%,-3%,0%,6%,6%
N#CCSc1nnc(COc2ccccc2)n1-c1ccccc1,i,-7%,2.7,82,8%,-0.2%,3%,14%,1%,-6%
O=C(Nc1ccc2c(c1)OCCO2)c1cccnc1Oc1ccccc1,i,3%,-0.9,45,-8%,0.0%,2%,7%,0%,3%
CC(O)CNCCOc1ccccc1OCc1ccccc1 (stereo not drawn),i,-6%,0.6,52,23%,0.3%,12%,17%,-11%,2%
Cc1cc(C(=O)N2CCCC(N3CCN(c4cccc(C(F)(F)F)c4)CC3)C2)n[nH]1 (stereo not drawn),·,-2%,0.0,65,9%,0.0%,15%,1%,0%,-2%
Cc1cccn2cc(CCNS(=O)(=O)c3cccc([N+](=O)[O-])c3)nc12,i,-8%,0.7,61,12%,-0.1%,5%,0%,13%,0%
